Source: PubChem
NR2E3 ag-1: NR2E3 agonists in two-hybrid cells, primary screen, cell-based, luminescence, CHO-S, Gal4-NCOR/VP16-NR2E3; inhibition of corepressor binding, % at 3.98 µM; Photoreceptor-specific nuclear receptor (Homo sapiens), Q9Y5X4; AID 602229, 2012; luciferase; 360,000 compounds, 0.35% hits;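 active = inhibition above the mean of all tested compounds plus 3 SD, cut at about 70% in these data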;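 note: 0% = DMSO with NR2E3 transfected cells and 100% = cells lacking NR2E3 construct; higher means lower luciferase signal from less NR2E3 corepressor binding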
Target sequence (Q9Y5X4 whole entry, looked up, the tested form may be a part): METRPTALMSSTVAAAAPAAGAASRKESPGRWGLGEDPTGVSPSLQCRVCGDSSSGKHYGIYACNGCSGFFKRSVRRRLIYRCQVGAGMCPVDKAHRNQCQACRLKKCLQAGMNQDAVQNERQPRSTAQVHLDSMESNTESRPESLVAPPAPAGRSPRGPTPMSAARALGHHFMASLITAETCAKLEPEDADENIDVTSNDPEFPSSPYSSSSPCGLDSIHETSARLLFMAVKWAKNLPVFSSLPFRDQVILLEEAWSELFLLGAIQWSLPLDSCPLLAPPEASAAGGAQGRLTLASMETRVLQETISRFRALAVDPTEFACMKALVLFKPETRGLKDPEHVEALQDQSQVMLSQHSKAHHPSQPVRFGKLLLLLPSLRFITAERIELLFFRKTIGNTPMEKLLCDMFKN
TRPM1 prom inh: inhibitors of MITF-dependent TRPM1 promoter reporter, primary screen, cell-based, SK-MEL-5, single point, luciferase | SK-MEL-5 TRPM1 promoter luciferase, 24 h | inhibition, % at 12.5 µM | 330,000 compounds, 0.83% hits | AID 488899, 2010;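 active = mean inhibition across replicates of 60% or more, whatever share of single replicates reaches that level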; note: values of inactives mirror those of a sister screen read the other way
Shn3 3UTR inh: reduction of Shn3 3'UTR firefly luciferase signal, primary screen, Schnurri-3 inhibitor project, cell-based, Clone20 osteoblasts, set 2; Clone20 osteoblast Shn3 3'UTR firefly luciferase, 24 h; inhibition, % at 12.5 µM; 360,000 compounds, 0.52% hits; AID 588674, 2011;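 active = mean inhibition of at least 75% with every replicate also reaching 75%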;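 note: 0% = median of neutral control wells and 100% = pilot-screen positive control compound; some compounds past the cut are filed as inactive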
KKLEB tox: cytotoxicity in KKLEB CF airway cells, primary screen, cytotoxicity control for CF NF-kB inhibitor project, cell-based, uHTS, fluorescence assay plates. KKLEB CF airway cells viability, ATPlite luminescence, overnight; hits give low values; cells stimulated with P. aeruginosa culture filtrate. activity change (cytotoxicity), % at 5 µM. 360,000 compounds, 0.36% hits. AID 602141, 2011;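 active = corrected activity change at or below -50% at 5 µM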
Vif imaging: HIV Vif self-association inhibitors, primary screen, imaging, HEK293T, single point. HEK293T cells, Vif self-association by quenched fluorescence, 24 h. inhibition, % at 7.49 µM. 340,000 compounds, 0.35% hits. AID 602346, 2012; in the data active = inhibition above about 50%, passing the limit was not always enough; note: some results filed as inactive read as strong as hits
Peg3 prom inh: Peg3 promoter-driven luciferase inhibitors, primary screen, cell-based, HeLa, luciferase luminescence; HeLa PEG-Prom luciferase reporter, overnight; inhibition, % at 20 µM; 360,000 compounds, 1.7% hits;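 active = inhibition of at least 50% at 20 µM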
CF NFkB inh: inhibitors of PAF-induced NF-kB signaling, primary screen, cell-based, GFP fluorescence, uHTS; KKLEB NF-kB-GFP reporter, GFP fluorescence overnight; inhibition, % at 5 µM; 360,000 compounds, 0.86% hits; AID 588850, 2011;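 active = at least 50% inhibition at 5 µM, scaled per plate between neutral and stimulator controls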;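 note: PAF is a Pseudomonas aeruginosa culture filtrate used as stimulus; plate controls were PAF-stimulated DMSO wells for no effect and unstimulated DMSO wells for full effect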
NR2E3 ag-2: inhibitors of NR2E3-RetCOR corepressor binding, primary screen, NR2E3 agonist project, biochemical, TR-FRET, GST-NR2E3, biotin-RetCOR. 1536-well. inhibition of corepressor binding, % at 4.78 µM. 320,000 compounds, 0.12% hits. AID 2300, 2010;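 active = percent inhibition above the cutoff of mean plus 3 SD of all tested compounds, set per screening campaign, cut at about 20% in these data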;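 note: 0% = DMSO wells and 100% = biotin wells as full block of FRET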
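Assay system: NR2E3–RetCOR corepressor complex. Quantity: 1.35 nM GST-NR2E3. Buffer or medium: pH 7.5 Tris-based buffer. Reagent: biotinylated RetCOR corepressor at 7 nM final. Schedule: 5 h at 4 °C. Detection: TR-FRET, emission read at 617 and 671 nm. Replicates: one well per compound, singlicate testing.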
HIF-2a block: HIF-2a reporter inhibitors, primary screen, luminescence, 786-0 RCC cells; 786-0 RCC cells HIF-2a reporter, luciferase luminescence, overnight; inhibition, % at 18.8 µM; 360,000 compounds, 0.72% hits; AID 624352, 2012;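 active = inhibition of the luminescence signal of 40% or more relative to plate controls, in a single-dose primary screen at 18.75 µM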
PDI inh: inhibitors of human PDI, primary screen, biochemical, turbidity, single point, plate reader; 350,000 compounds, 0.052% hits; Protein disulfide-isomerase (Homo sapiens), P07237; PDI insulin aggregation turbidity, A650, 90 min; AID 588391, 2011; inhibition, % at 10 µM;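 active = mean inhibition across replicates of 30% or more, whatever share of single replicates reach that level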;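 note: absorbance from insulin aggregation driven by PDI reduction with DTT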
Target sequence (P07237 whole entry, looked up): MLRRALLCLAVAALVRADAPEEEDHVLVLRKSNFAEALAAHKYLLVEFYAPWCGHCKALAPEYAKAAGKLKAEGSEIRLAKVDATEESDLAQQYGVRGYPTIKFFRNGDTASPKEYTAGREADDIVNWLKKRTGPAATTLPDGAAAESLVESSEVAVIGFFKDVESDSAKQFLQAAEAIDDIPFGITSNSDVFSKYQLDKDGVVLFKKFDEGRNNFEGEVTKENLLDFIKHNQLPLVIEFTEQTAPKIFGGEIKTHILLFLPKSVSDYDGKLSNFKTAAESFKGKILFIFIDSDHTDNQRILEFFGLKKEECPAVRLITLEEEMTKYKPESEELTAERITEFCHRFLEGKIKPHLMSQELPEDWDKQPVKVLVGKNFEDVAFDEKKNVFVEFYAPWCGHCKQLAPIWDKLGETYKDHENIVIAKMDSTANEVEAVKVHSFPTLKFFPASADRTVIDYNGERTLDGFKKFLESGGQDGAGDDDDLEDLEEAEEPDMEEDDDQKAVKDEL
CaV13 ICDI inh: Primary screen for inhibitors of IQ motif and Ca2+-dependent inactivation inhibitor domain binding in CACNA1D, Förster resonance energy transfer in living cells, …; inhibition, % at 12.3 µM; HEK cells, CFP/YFP FRET ICDI-IQ, plate reader, 10 min; percent FRET-ratio fall versus neutral wells; 340,000 compounds, 0.098% hits; AID 743397;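 active = mean replicate inhibition of at least 30% and at least 1% of replicates passing that level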;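 note: 0% = median of the neutral control wells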
* hit, by the source's call; x = not tested or not shown; + = active, no number.

SMILES | NR2E3 ag-1 | TRPM1 prom inh | Shn3 3UTR inh | KKLEB tox | Vif imaging | Peg3 prom inh | CF NFkB inh | NR2E3 ag-2 | HIF-2a block | PDI inh | CaV13 ICDI inh
Cn1cccc1Cc1nnc(SCC(=O)Nc2ccc(F)cc2)n1-c1ccc(F)cc1 | -15 | 5 | 0 | 11 | 1 | 14 | 13 | 2 | 8 | x | -2
CCOc1ccc(N(C(=O)c2snc(C(N)=O)c2N)C(C(=O)NC2CCCC2)c2ccncc2)cc1 (configuration not stated) | -3 | 0 | -1 | -8 | 5 | 16 | -11 | 6 | 13 | -11 | -3
COc1ccc(NC(=O)CN2C(=O)c3ccccc3S2(=O)=O)cc1S(=O)(=O)N1CCOCC1 | -12 | 0 | -4 | -21 | 9 | -11 | 22 | x | 7 | 8 | -6
C/C(=N\NC(=O)c1cc(-c2cccs2)nc2ccccc12)c1ccccn1 | -27 | 88* | 94* | -4 | 3 | 46 | -39 | -1 | -6 | -3 | -4
NC(=O)C1CCCN(C(=O)CNC(=O)C23CC4CC(CC(C4)C2)C3)C1 (configuration not stated) | -13 | -8 | -10 | 6 | 5 | 4 | 16 | x | 6 | -2 | -7
Cc1ccccc1NC(=O)/C(C#N)=C\c1cn(CC(=O)O)c2ccccc12 | -1 | 1 | -6 | 10 | -3 | -18 | -8 | 5 | -13 | 2 | -4
CN(C)S(=O)(=O)c1cccc(C(=O)N2CCc3ccccc32)c1 | -13 | 2 | -12 | -7 | 2 | 20 | -14 | 1 | 2 | -4 | 0
Cc1cc(NC(=O)COC(=O)[C@H](Cc2c[nH]c3ccccc23)NC(=O)c2ccc(F)cc2)no1 | 0 | -14 | -22 | -5 | -6 | -87 | 8 | 2 | -30 | 13 | x
CCOc1ccc(Nc2nc(N)c3ccccc3n2)cc1 | -103 | 36 | -6 | -56* | 6 | 58* | -8 | x | 47* | 2 | -3
Cc1ccc(S(=O)(=O)N2CCCCC2)cc1C(=O)N(C)CCOc1ccccc1 | 5 | 11 | 15 | -12 | x | 8 | 23 | -1 | -1 | -6 | -6
CC[C@]12c3[nH]c4ccc(Cl)cc4c3CCN1C(=O)[C@@H](CC(=O)NCCC1=CCCCC1)C[C@@H]2C(=O)N1CCN(C(=O)C2CC2)CC1 | -18 | -2 | -8 | -8 | x | 35 | 16 | x | -9 | 7 | -9
Cc1noc(C)c1CSc1ccccc1C(=O)N1CCN(c2ccccc2)CC1 | 10 | -5 | -4 | 0 | 19 | -3 | -2 | 1 | 3 | 0 | x
COC(=O)C1=C(C)N(Cc2cccnc2)C(=O)C1 | -1 | 2 | 5 | 0 | 2 | 10 | 13 | -2 | 16 | -2 | -4
CN1CCN(C(=O)c2ccc3c(c2)OCCO3)CC1 | -21 | -11 | 7 | -4 | x | -3 | 0 | -3 | 4 | 5 | x
COc1ccc(N2CCN(C(=O)c3ccc(N(C)S(=O)(=O)c4ccc(C)cc4)cc3)CC2)cc1 | 13 | 16 | 61 | -13 | -14 | -3 | 16 | 1 | -11 | 1 | -7
COc1ccc(N(CC(=O)N/N=C/c2ccc(N(C)C)cc2)S(=O)(=O)c2ccccc2)cc1 | -26 | 2 | 6 | 16 | -8 | 4 | -15 | -3 | 16 | 14 | -18
COc1cccc2c1cc1c(=O)n(CC(=O)NC3CCCCC3)nc(C)n12 | -19 | 15 | 7 | -5 | -21 | 0 | -7 | -4 | 6 | -1 | x
COc1cc(C)ccc1OCc1cc(C(=O)NCc2ccncc2)no1 | -34 | -75 | -71 | -4 | -3 | -244 | -15 | 0 | -260 | 0 | -6
Cc1cc(C(=O)N/N=C/c2ccncc2)c(C)o1 | -3 | 1 | -21 | -4 | -6 | 14 | 7 | -6 | 5 | 17 | 11
Cc1cccc(S(=O)(=O)Nc2ccc(-c3nc4ccc(C)cc4s3)cc2)c1 | -122 | -58 | -67 | 0 | 1 | -276 | -8 | 1 | -182 | -7 | -3
CC(=O)c1cc(-c2nc3ccccc3n2C)n(C)c1 | -6 | 14 | -26 | 2 | x | -8 | 4 | 1 | -13 | 9 | -5
COC(=O)[C@H]1Cc2c([nH]c3ccccc23)[C@H](c2ccccc2)N1 | -8 | 12 | -12 | -16 | -3 | 4 | 14 | 1 | 15 | 13 | -21
CCOc1ccc(NC(=O)CN(C)C(=O)COc2cccc3c2OC(C)(C)C3)cc1OCC | 14 | -14 | 3 | -6 | 18 | 4 | 3 | 1 | 5 | -5 | -6
CC(=O)C[C@@H](O)CC(=O)[C@H]1OC(=O)[C@H](C)C/C=C\Cc2ccccc21 | 0 | 5 | -3 | 6 | 0 | -8 | 10 | x | 9 | -6 | -3
Cc1ccc(OC(C)C(=O)N2CCc3ccccc32)cc1 (configuration not stated) | -20 | -6 | -3 | 4 | -3 | -20 | 2 | -1 | -76 | 11 | -3
CCOc1ccc(S(=O)(=O)N(CC(=O)NCc2cccnc2)c2ccc(C)cc2)cc1 | 3 | 4 | -8 | 3 | -5 | -3 | -8 | -2 | 6 | 2 | -3
Cc1ccccc1Cn1ccc(NC(=O)c2nn3cccnc3c2Cl)n1 | -28 | -49 | -42 | 0 | 6 | -89 | -14 | 1 | -74 | 2 | -5
O=C(O)[C@@H](c1ccccc1)N1Cc2ccccc2C1=O | 10 | 11 | -22 | 0 | 7 | 8 | 11 | 1 | 9 | x | -10
C[C@]1(CC/C(=C/CO)CO)[C@H](CO)CC[C@@]23COC(=O)C2=CCC[C@@H]31 | -6 | 7 | -10 | 20 | 0 | 14 | -21 | 3 | 6 | x | x
Cc1cccc(-c2c(O)cc(=O)[nH]c2Cl)c1 | 3 | 14 | 9 | -1 | 32 | 16 | -14 | 3 | 25 | 3 | 0
OC[C@@H]1CN(Cc2ccco2)C[C@H](n2cnc3c(NC4CC4)ncnc32)O1 | -35 | x | -46 | 4 | 8 | 8 | -6 | x | 6 | -1 | -3
CNc1cc(-c2cnn(CC(C)C)c2)ncn1 | -79 | x | -63 | -5 | 7 | -144 | 2 | x | -186 | 10 | -5
OC(CNC1CCCC1)COCCOc1ccc(Br)cc1 (configuration not stated) | 10 | -19 | 7 | -4 | -1 | 3 | 2 | 1 | 2 | 24 | 7
COc1ccc(Nc2nc(C)c3ccccc3n2)cc1 | -86 | -60 | -76 | 11 | -6 | -197 | -6 | 2 | -270 | 0 | -3
O=C(O/N=C\c1ccc(N2CCCCC2)c([N+](=O)[O-])c1)c1cccc(C(F)(F)F)c1 | 15 | 6 | -15 | -6 | 15 | -18 | 19 | 10 | -47 | -6 | x
O=C(c1ccc(F)cc1)N1CCC(C(=O)N2CCN(S(=O)(=O)c3cccc(F)c3)CC2)CC1 | 3 | 2 | 16 | -9 | -8 | 9 | -5 | 3 | 8 | -12 | -6
Cn1c(=O)n(CC(N)=O)c2ccccc21 | -10 | 11 | -45 | -14 | 3 | 13 | 10 | -4 | 17 | -4 | x
CCOc1ccc2nc(NCCCNC(=O)c3cc(OC)c(OC)c(OC)c3)c(C#N)cc2c1 | -23 | 0 | -9 | -9 | 0 | 14 | -4 | 0 | 10 | 0 | +
COc1ccc(N(C(=O)c2cccc([N+](=O)[O-])c2)S(=O)(=O)c2ccc3c(c2)n(C)c(=O)n3C)cc1 | -28 | 2 | 8 | -12 | -8 | 21 | 38 | 2 | 8 | -7 | -11
C=CCC[C@H](Cc1ccc(F)cc1)C(=O)OC[C@@H](Cc1c[nH]c2ccccc12)NC(=O)[C@@H](CC=C)CC(=O)N[C@@H](CO)Cc1ccccc1 | -19 | 2 | 18 | -26 | -17 | 29 | 17 | x | -8 | 9 | -12
Cc1ccc(Cl)c(OCCCN(C)Cc2ccccc2)c1 | -24 | -2 | -13 | -6 | 7 | 3 | 3 | 1 | -2 | -2 | -3
Nc1ncnc2c1ncn2[C@@H]1O[C@H](CNC(=O)[C@H](N)Cc2cccnc2)[C@@H](O)[C@H]1O | 3 | x | 3 | -1 | -2 | -1 | -3 | x | -5 | x | -6
CCNS(=O)(=O)c1ccc(CCC(=O)N2CCC(C)CC2)cc1 | 11 | 1 | 20 | -2 | -4 | 13 | 3 | x | 25 | 5 | -2
O=C(c1ccc([N+](=O)[O-])cc1)N(Cc1ccccc1)Cc1ccccc1 | -38 | 12 | 6 | -1 | 11 | 10 | 7 | x | 0 | 11 | -6
O=C1COc2ccc(C(=O)COC(=O)/C=C/c3cccc(F)c3)cc2N1 | -9 | 0 | 18 | 1 | 2 | 18 | -10 | 2 | 14 | 3 | -6
O=c1c2cc(NC(=S)N3CCCC3)ccc2nc2n1CCCCC2 | 1 | -3 | 1 | -8 | -1 | 7 | -31 | 0 | 1 | -2 | -1
COc1ccc(CCNc2nc(-c3ccccn3)cs2)cc1OC | 68 | -2 | 17 | 0 | -2 | -8 | 10 | -1 | -12 | -3 | -2
CCc1nc2c(OCc3ccccc3)cccn2c1N(C)C(=O)c1ccc2c(c1)OCO2 | 17 | x | -3 | 6 | -16 | 9 | -14 | x | 3 | 14 | -9
OCCNCc1cc(Br)ccc1OCc1ccccc1 | 0 | -6 | 14 | -11 | 4 | -2 | 4 | 0 | 19 | -3 | -3
COC(=O)C(NC(=O)C(CC(C)C)NC(=O)C1CCC(C)CC1)C(C)C (configuration not stated) | 13 | 7 | -3 | -4 | -2 | -3 | 6 | 6 | 9 | 21 | -3
O=c1c(C/C=C/c2ccccc2)c(O)ccn1CCc1c[nH]c2ccccc12 | 7 | 10 | 14 | -3 | 5 | 22 | -13 | 0 | 4 | 4 | -6
CCOc1ccc(CCNC(=O)CCC(=O)Nc2ccc3nc(N4CCN(C)CC4)cc(C)c3c2)cc1OCC | -11 | -2 | 1 | 2 | 6 | -30 | 0 | 6 | 1 | 5 | -4
O=C(Nc1ccc(NC(=O)c2cccs2)cc1Cl)c1ccco1 | -46 | -62 | -10 | 6 | 0 | -188 | -17 | 1 | -262 | 6 | -3
CCN1C/C(=C/c2sccc2C)c2nc3ccccc3c(C(=O)O)c2C1 | -15 | 9 | -9 | -3 | 25 | 5 | -15 | 1 | 8 | 17 | -3
